Bioassay records from PubChem.
CHRM1 PAM = human M1 muscarinic receptor positive allosteric modulators, primary screen, CHO-K1 cells, Fluo-8 calcium fluorescence, 1536-well; Muscarinic acetylcholine receptor M1 (Homo sapiens), P11229; CHO-K1 hM1, ACh EC20; 0% = ACh EC20, 100% = maximal ACh; activation, % at 3 µM; actives 0.088% (n = 360,000); AID 588819, 2011; in the data active means activation above about 19%, passing the limit was not always enough
Target sequence (P11229 whole entry, looked up): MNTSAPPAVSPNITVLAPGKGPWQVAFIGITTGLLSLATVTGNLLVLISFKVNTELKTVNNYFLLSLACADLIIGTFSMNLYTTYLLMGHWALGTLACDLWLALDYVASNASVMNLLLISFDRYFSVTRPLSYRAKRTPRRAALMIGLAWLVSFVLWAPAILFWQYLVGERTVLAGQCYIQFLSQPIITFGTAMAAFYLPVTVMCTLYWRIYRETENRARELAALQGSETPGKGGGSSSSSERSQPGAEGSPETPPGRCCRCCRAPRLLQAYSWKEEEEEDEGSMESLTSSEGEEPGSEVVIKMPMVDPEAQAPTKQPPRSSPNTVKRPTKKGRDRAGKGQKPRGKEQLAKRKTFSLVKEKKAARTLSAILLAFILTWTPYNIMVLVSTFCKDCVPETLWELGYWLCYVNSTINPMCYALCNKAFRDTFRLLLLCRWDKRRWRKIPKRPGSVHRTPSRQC
OXTR potentiate = human OXTR potentiators, primary screen, fluorescence, CHO-OTR cells, Fluo-8 calcium | Fluo-8 calcium fluorescence, potentiator mode; 0% = oxytocin EC15, 100% = EC100 | Oxytocin receptor (Homo sapiens), P30559 | AID 2445, 2010 | actives 0.061% (n = 320,000) | activation, % at 3 µM;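 active means activation above that plate's cutoff, the mean activation of tested compounds plus 3 SD, cut at about 6.6% in these data, passing the limit was not always enough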;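 further: 100% uses oxytocin at 75 nM as the full agonist control; some results filed as inactive read as strong as hits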
Target sequence (P30559 whole entry, looked up): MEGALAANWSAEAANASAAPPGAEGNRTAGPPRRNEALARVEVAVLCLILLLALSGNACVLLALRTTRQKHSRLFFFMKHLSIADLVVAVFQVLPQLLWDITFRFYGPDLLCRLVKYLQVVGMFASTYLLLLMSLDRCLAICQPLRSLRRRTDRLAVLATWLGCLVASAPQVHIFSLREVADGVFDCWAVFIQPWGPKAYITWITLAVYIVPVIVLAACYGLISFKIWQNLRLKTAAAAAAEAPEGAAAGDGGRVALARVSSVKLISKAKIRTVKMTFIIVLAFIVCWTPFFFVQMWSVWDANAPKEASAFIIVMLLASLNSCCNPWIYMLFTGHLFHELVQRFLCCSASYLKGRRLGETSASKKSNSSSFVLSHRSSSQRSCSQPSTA
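assay system = CHO-OTR cells, human receptor | schedule = compound 6 min at room temperature before oxytocin, 100 s read | detection = Fluo-8 intracellular calcium fluorescence, ex 470-495, em 515-575 nm | evaluation = normalized max/min fluorescence ratio, % activation | control set = EC15 oxytocin alone as 0%, 75 nM oxytocin (EC100) as 100%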
CHRM4 antagonist = human M4 muscarinic receptor antagonists, primary screen, CHO cells, Fluo-8 calcium fluorescence; Muscarinic acetylcholine receptor M4 (Homo sapiens), P08173; CHO-hM4 cells, ACh EC80; AID 624125, 2012; actives 0.73% (n = 360,000); inhibition, % at 3 µM;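 active means inhibition above its plate's cutoff, the mean inhibition of sample wells plus 3 SD, cut at about 27% in these data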;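 further: 0% = acetylcholine EC80 with DMSO and 100% = DMSO without agonist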
M1 antag = human M1 muscarinic receptor antagonists, primary screen, CHO-K1 cells, Fluo-8 calcium fluorescence, 1536-well; CHO-K1 hM1, ACh EC80 antagonist; inhibition, % at 3 µM; actives 1.3% (n = 360,000); AID 588852, 2011;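 active means percent inhibition above its own plate's cutoff, namely the mean of that plate's compound wells plus 3 SD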;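 further: peak over basal fluorescence ratio during 140 s after agonist addition; 0% = ACh EC80 plus DMSO and 100% = DMSO alone without agonist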
M1 ag = human M1 muscarinic receptor agonists, primary screen, Fluo-8 calcium fluorescence, CHO-K1 cells, HTS; CHO-K1 hM1, agonist mode; 0% DMSO, 100% acetylcholine EC100; activation, % at 3 µM; actives 0.33% (n = 360,000);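 active means activation above the run's mean compound activation plus 3 SD, cut at about 16% in these data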;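 further: peak over basal fluorescence ratio within a 140 s kinetic read after compound addition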
CHO parental Ca = ATP-evoked calcium signal inhibitors, parental CHO, primary screen, counter-screen for OX1R antagonist project, cell-based, fluorescence, Fluo-8 calcium dye; actives 0.63% (n = 330,000); parental CHO-K1, ATP-induced calcium, Fluo-8 fluorescence; inhibition, % at 5.6 µM;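 active means inhibition above that plate's mean sample inhibition plus 3 SD, cut at about 26% in these data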;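 further: 0% = ATP-challenged DMSO wells and 100% = DMSO wells without ATP; some compounds past the cut are filed as inactive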
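Test system: parental CHO cells; detection: calcium-sensitive Fluo-8 fluorescence; evaluation: percent inhibition of calcium signal; also added: ATP as calcium-mobilizing challenge; repeats: one well per compound; control set: ATP-challenged DMSO wells low, unchallenged DMSO wells high; compound: single nominal dose of 5.6 µM per compound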
CHRM4 agonist = human M4 muscarinic receptor agonists, primary screen, CHO-K1 cells, Fluo-8 calcium fluorescence | AID 624127, 2012 | CHO-K1 hM4/Gqi5; vehicle 0%, full acetylcholine response 100% | activation, % at 3 µM | actives 0.14% (n = 360,000);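 active means activation above the run mean over all test wells plus 3 SD, cut at about 32% in these data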;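 further: peak over basal fluorescence ratio per well then scaled between controls; 0% = DMSO wells and 100% = acetylcholine at EC100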
CHO-K1 Ca antag = M1 antagonist counterscreen hit in parental CHO-K1 cells; ATP-induced calcium, Fluo-8 fluorescence; inhibition, % at 3 µM; actives 0.6% (n = 360,000); AID 602250;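 active means inhibition above a per-plate cutoff, the plate's mean sample inhibition plus 3 SD, cut at about 24% in these data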;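 further: 0% = DMSO plus EC80 ATP and 100% = DMSO alone without ATP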
M1 ag parental = counter-screen for M1 agonists: effect in parental CHO-K1 cells | Fluo-8 calcium fluorescence; scaled to maximal ATP response, vehicle zero | activation, % at 3 µM | actives 0.48% (n = 360,000) | AID 602248, 2012; in the data active means activation above about 15%;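 further: untransfected CHO-K1 host cells lacking M1 receptor as counterscreen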
* = called active by the depositor; x = no result given.

SMILES | CHRM1 PAM | OXTR potentiate | CHRM4 antagonist | M1 antag | M1 ag | CHO parental Ca | CHRM4 agonist | CHO-K1 Ca antag | M1 ag parental
CC1CCCCC1NCC(=O)Nc1ccccc1-c1ccccc1 (stereo not given) | -10 | -4 | -4 | -16 | -6 | -20 | -2 | -10 | 0.9
CCOC(=O)c1c(NC(=O)CCN2C(=O)c3ccccc3C2=O)sc(C(=O)OC(C)C)c1C | 2 | -2 | -3 | 0 | 1 | -9 | -1 | -5 | -0.3
CC(C)N1C(=O)CCN(C=O)c2ccccc21 | -1 | -1 | -15 | 7 | -2 | -6 | 1 | -6 | 0.3
Clc1ccc(-c2cc(C3CCNCC3)[nH]n2)c(Cl)c1 | -13 | -5 | 16 | 15 | -7 | 8 | 25 | 8 | 7.2
CCc1nnc(NC(=O)CCC(=O)Nc2ccccc2)s1 | 6 | 1 | 2 | -20 | -2 | -9 | 1 | -14 | 1.0
Cc1cc(NC(=O)c2ccc3c(c2)C(=O)N(Cc2cccnc2)C3=O)no1 | 7 | -10 | -1 | -8 | -1 | -19 | 1 | 1 | -0.1
CC(OC(=O)CC1CC2CCC1C2)C(=O)Nc1cccc(S(=O)(=O)N2CCOCC2)c1 (stereo not given) | 24* | -18 | -13 | -26 | 6 | -17 | 6 | 7 | 0.6
O=C(NCC(=O)N1CCN(Cc2ccc3c(c2)OCO3)CC1)c1ccccc1F | 0 | 5 | 1 | 2 | 0 | -3 | 1 | -14 | 0.8
O=C(CCN1C(=O)c2ccccc2C1=O)NC1=NCCS1 | 5 | -8 | 11 | -3 | -4 | -24 | 1 | -3 | 0.6
Cc1c(NC(=O)CSc2nnnn2C)c(=O)n(-c2ccccc2)n1C | 1 | -7 | 1 | -28 | -1 | -3 | 0 | -2 | 0.4

A portion from the list above, for reference:
SMILES | CHRM1 PAM | OXTR potentiate | CHRM4 antagonist | M1 antag | M1 ag | CHO parental Ca | CHRM4 agonist | CHO-K1 Ca antag | M1 ag parental
CC1CCCCC1NCC(=O)Nc1ccccc1-c1ccccc1 (stereo not given) | -10 | -4 | -4 | -16 | -6 | -20 | -2 | -10 | 0.9
CCOC(=O)c1c(NC(=O)CCN2C(=O)c3ccccc3C2=O)sc(C(=O)OC(C)C)c1C | 2 | -2 | -3 | 0 | 1 | -9 | -1 | -5 | -0.3
CC(C)N1C(=O)CCN(C=O)c2ccccc21 | -1 | -1 | -15 | 7 | -2 | -6 | 1 | -6 | 0.3
Clc1ccc(-c2cc(C3CCNCC3)[nH]n2)c(Cl)c1 | -13 | -5 | 16 | 15 | -7 | 8 | 25 | 8 | 7.2
CCc1nnc(NC(=O)CCC(=O)Nc2ccccc2)s1 | 6 | 1 | 2 | -20 | -2 | -9 | 1 | -14 | 1.0
Cc1cc(NC(=O)c2ccc3c(c2)C(=O)N(Cc2cccnc2)C3=O)no1 | 7 | -10 | -1 | -8 | -1 | -19 | 1 | 1 | -0.1
CC(OC(=O)CC1CC2CCC1C2)C(=O)Nc1cccc(S(=O)(=O)N2CCOCC2)c1 (stereo not given) | 24* | -18 | -13 | -26 | 6 | -17 | 6 | 7 | 0.6
O=C(NCC(=O)N1CCN(Cc2ccc3c(c2)OCO3)CC1)c1ccccc1F | 0 | 5 | 1 | 2 | 0 | -3 | 1 | -14 | 0.8
O=C(CCN1C(=O)c2ccccc2C1=O)NC1=NCCS1 | 5 | -8 | 11 | -3 | -4 | -24 | 1 | -3 | 0.6

(list continues)
SMILES | CHRM1 PAM | OXTR potentiate | CHRM4 antagonist | M1 antag | M1 ag | CHO parental Ca | CHRM4 agonist | CHO-K1 Ca antag | M1 ag parental
Cc1ccc(C(=O)NC2c3ccccc3-c3ccccc32)cc1 | 4 | -3 | -5 | -1 | -4 | -7 | -1 | -3 | -0.4
CCOC(=O)c1c(NC(=O)C2=C(C)NC(=S)NC2c2ccc(F)cc2F)sc(C)c1C (stereo not given) | 9 | 0 | 2 | 8 | -4 | -24 | 0 | 5 | 4.0
CC(C)Cc1nnc(NC(=O)CCc2ccccc2)s1 | 4 | -1 | 1 | 1 | -1 | -17 | 0 | 6 | -0.2
O=c1cc(-c2ccc(Cl)cc2)oc(=O)[nH]1 | 11 | 3 | -7 | -15 | -5 | -1 | 5 | -11 | 2.3
COc1ccc(C(=O)NCc2ccco2)cc1S(=O)(=O)NC1CC1 | 4 | -6 | 0 | -2 | -4 | -19 | 1 | -14 | 0.1
S=C1NCN(C2CCCCC2)CN1CCc1ccccc1 | 5 | -6 | 3 | -11 | -5 | -18 | 0 | 3 | 0.2
Cc1cccc(C(=O)OCC(=O)NN2C(=O)NC3(CCCCC3)C2=O)c1 | 2 | -5 | -5 | -5 | -4 | -10 | -1 | -9 | 0.1
CCOC(=O)C1CCN(CC(O)COc2ccc(C(C)(C)C)cc2)CC1 (stereo not given) | -5 | -18 | 10 | 2 | -4 | -16 | 6 | -8 | 1.6
COc1cc2c(cc1OC)C(NC(=O)C(F)(F)F)CNC2=O (stereo not given) | 7 | -6 | -2 | -3 | -1 | -3 | 2 | -9 | -0.1
CC1CCCCN1C(=O)CSc1nnc2c(n1)[nH]c1ccccc12 (stereo not given) | 6 | 1 | -8 | -8 | -8 | -13 | 2 | -7 | 2.9
CN(CC(=O)Nc1ccccc1Cl)C(=O)COC(=O)c1ccc([N+](=O)[O-])s1 | 10 | 1 | -15 | -11 | -3 | 0 | 2 | -18 | 1.4
O=C(O)Cc1c(-c2ccccc2)c2cc(Br)ccc2[nH]c1=O | 10 | 6 | 3 | -20 | -2 | 4 | 0 | -12 | 0.7
Cc1ccc(/C=C/C(=O)NC(=S)Nc2ccc(S(=O)(=O)Nc3cc(C)on3)cc2)cc1 | -3 | -12 | 14 | 1 | -8 | -19 | -1 | -10 | -0.4
Cc1ccc2nc(-c3ccc(NC(=O)COC(=O)c4ccc(Br)o4)cc3)sc2c1 | -1 | -17 | 4 | 4 | -6 | -8 | 1 | -6 | 0.8
CCc1ccc(CN2CCC(C(=O)Nc3cccc(-c4nnc(C)s4)c3)CC2)o1 | 9 | -6 | -10 | -11 | -7 | -17 | 1 | -9 | 1.8
O=C(NC1=NCCS1)[C@H](Cc1ccccc1)N1C(=O)c2ccccc2C1=O | 4 | -14 | 5 | -1 | 0 | -27 | 6 | 0 | 2.0
CC1=CC(C)(C)NC(=S)N1NC(=O)c1ccccc1Cl | -1 | 0 | 11 | 6 | -5 | -7 | 9 | -6 | 3.4
COc1ccc(NC(=O)CSc2nc3ccccc3c(=O)n2CCCN2CCCCC2)c(OC)c1 | -4 | 0 | 0 | -15 | -6 | -34 | 0 | -8 | -0.1
Cc1cc(-c2n[nH]c(=S)n2/N=C/c2ccc(Cl)c([N+](=O)[O-])c2)n[nH]1 | 7 | -5 | -1 | -5 | -10 | -3 | 1 | 0 | -0.3
Cc1c(NC(=O)NCc2ccccc2)c(=O)n(-c2ccccc2)n1C | 7 | 0 | -3 | -10 | -3 | 8 | 1 | -10 | 0.4
CCC(C)N=Cc1c(Nc2ccccc2)nc2c(C)cccn2c1=O (stereo not given) | 5 | -15 | 2 | -7 | -2 | 4 | 1 | -4 | -0.2
CC(C)(C)c1ccc(CN2N=Nc3ccccc3S2(=O)=O)cc1 | 12 | -6 | -13 | -30 | -1 | -13 | 0 | -19 | 0.9
COC1(OC)N=C(N)C2(C#N)C(c3cccc(Oc4ccccc4)c3)C12C#N (stereo not given) | 2 | -13 | 3 | -6 | -4 | 1 | 1 | 21 | 0.5
COc1ccc(Cl)cc1NC(=O)CSc1nc(-c2ccccc2)cc(=O)[nH]1 | 0 | 2 | -3 | -1 | -4 | -20 | 1 | 19 | -0.5
COc1ccc(/C=N/n2c(C)cc(C)c(C(N)=O)c2=O)cc1 | 3 | -3 | 4 | -9 | -2 | 10 | 0 | -7 | 0.7
Cc1cccc2c(-c3ccccc3)cc(=O)[nH]c12 | -2 | -5 | -4 | 4 | -5 | -9 | 1 | -7 | 0.6
COc1nc(N(C)C)nc(N(OC)S(=O)(=O)c2ccccc2Cl)n1 | 7 | -5 | -3 | 4 | -1 | -5 | 1 | -8 | 0.5
C[C@H](O)CC1=C[C@H](O)[C@@H](C)OC1=O | 0 | -2 | -7 | -5 | -1 | -1 | 1 | -6 | 0.4
COc1ccccc1/C=C1\SC(=S)N(N2C(=O)CCCC2=O)C1=O | 10 | -7 | -7 | -13 | -2 | -9 | 3 | 12 | 0.1
Cc1c[n+]([O-])cc(C)c1[N+](=O)[O-] | 3 | x | -5 | -9 | -2 | x | 0 | -16 | 0.6
O=C1c2ccc(-c3ccc(Cl)c(C(F)(F)F)c3)cc2S(=O)(=O)c2cccc(C(=O)N3CCN(c4ncc(Br)cn4)CC3)c21 | 7 | -6 | -3 | -7 | -3 | -4 | -1 | -1 | 0.6
CN=C1SC(C(=O)O)CC(=O)N1C (stereo not given) | 7 | -11 | -2 | -14 | -1 | 0 | 0 | -2 | -0.1
CCCc1[nH]n(-c2nc3ccccc3s2)c(=O)c1C=NCCN1CCOCC1 | 10 | 3 | 3 | -10 | -5 | -8 | 1 | -21 | -0.3
CCC(Sc1ncccc1C(=O)O)C(=O)N1CCCC1 (stereo not given) | 19 | -8 | -2 | -6 | 5 | -2 | 0 | -27 | 0.1
CCCCNC(=O)Nc1ccc(C2SCCS2)cc1 | -1 | 0 | -4 | -2 | -2 | -7 | 1 | 8 | 0.4
Cc1cc(=O)n2[nH]cc(-c3ccccc3)c2n1 | -3 | x | 8 | 5 | -2 | x | 1 | 13 | -0.2
Cc1ccc(-c2csc(N(CCc3ccccc3)C(=O)COc3ccccc3)n2)cc1 | 13 | -7 | 2 | -12 | -3 | -14 | 0 | 8 | -0.2
COc1ccc(N(CC(=O)N2CCCCCC2)S(=O)(=O)c2ccccc2)cc1 | -4 | -6 | -8 | 6 | -5 | -17 | 1 | -10 | 0.1
O=C(Nc1ccc(Br)cc1)c1cc(-c2ccc3c(c2)OCO3)on1 | 10 | -6 | -5 | -8 | 2 | 0 | 1 | 6 | 0.5
Cc1nc2sc(C(c3ccccc3)N3CCN(C(=O)c4ccco4)CC3)c(O)n2n1 (stereo not given) | 1 | -2 | -4 | -1 | -3 | 1 | 2 | -31 | 0.9
COc1ccc(NS(=O)(=O)c2cc(NC(=O)CC(=O)c3ccc([N+](=O)[O-])cc3)ccc2C)cc1 | 5 | -1 | -14 | -3 | -2 | 5 | 2 | -7 | 2.3
N#Cc1c(N)c(C(=O)c2ccccc2)n2ccccc12 | 8 | -2 | -5 | -10 | -5 | -7 | 0 | -12 | -0.5
